Assay outcomes (PubChem BioAssay)
NR2E3 ag-1 – NR2E3 agonists in two-hybrid cells, primary screen, cell-based, luminescence, CHO-S, Gal4-NCOR/VP16-NR2E3. Photoreceptor-specific nuclear receptor (Homo sapiens), Q9Y5X4. luciferase. inhibition of corepressor binding, % at 3.98 µM. 360,000 compounds, 0.35% hits. AID 602229, 2012;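 active = inhibition above the mean of all tested compounds plus 3 SD, cut at about 70% in these data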;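 also: 0% = DMSO with NR2E3 transfected cells and 100% = cells lacking NR2E3 construct; higher means lower luciferase signal from less NR2E3 corepressor binding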
Target sequence (Q9Y5X4 whole entry, looked up, the tested form may be a part): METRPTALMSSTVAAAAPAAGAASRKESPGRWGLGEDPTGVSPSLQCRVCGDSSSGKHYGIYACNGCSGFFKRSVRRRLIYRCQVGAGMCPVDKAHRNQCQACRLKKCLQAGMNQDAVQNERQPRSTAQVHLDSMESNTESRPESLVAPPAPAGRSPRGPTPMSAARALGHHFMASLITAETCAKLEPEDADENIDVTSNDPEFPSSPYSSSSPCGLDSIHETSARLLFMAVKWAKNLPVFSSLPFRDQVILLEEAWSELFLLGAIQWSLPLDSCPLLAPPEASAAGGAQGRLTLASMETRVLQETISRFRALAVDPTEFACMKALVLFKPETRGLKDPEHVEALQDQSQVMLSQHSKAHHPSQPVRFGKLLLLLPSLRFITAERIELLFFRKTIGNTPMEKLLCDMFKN
KKLEB cytotox – cytotoxicity in KKLEB CF airway cells, primary screen, cytotoxicity control for CF NF-kB inhibitor project, cell-based, uHTS, fluorescence assay plates | KKLEB CF airway cells viability, ATPlite luminescence, overnight; active compounds read low; cells stimulated with P. aeruginosa culture filtrate | activity change (cytotoxicity), % at 5 µM | 360,000 compounds, 0.36% hits;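 active = corrected activity change at or below -50% at 5 µM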
HIF-2a block – HIF-2a reporter inhibitors, primary screen, luminescence, 786-0 RCC cells; 360,000 compounds, 0.72% hits; inhibition, % at 18.8 µM; 786-0 RCC cells HIF-2a reporter, luciferase luminescence, overnight;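 active = inhibition of the luminescence signal of 40% or more relative to plate controls, in a single-dose primary screen at 18.75 µM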
NR2E3 ag-2 – inhibitors of NR2E3-RetCOR corepressor binding, primary screen, NR2E3 agonist project, biochemical, TR-FRET, GST-NR2E3, biotin-RetCOR; 1536-well; inhibition of corepressor binding, % at 4.78 µM; 320,000 compounds, 0.12% hits; AID 2300, 2010;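 active = percent inhibition above the cutoff of mean plus 3 SD of all tested compounds, set per screening campaign, cut at about 20% in these data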;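 also: 0% = DMSO wells and 100% = biotin wells as full block of FRET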
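Material: NR2E3–RetCOR corepressor complex / Incubation: Compound–protein incubation for 5 h at 4 °C / Dosing: compound at 4.8 µM, single dose / Detection: time-resolved FRET / Benchmarks: high control biotin, low control 0.6% DMSO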
Vif inh – HIV Vif self-association inhibitors, primary screen, imaging, HEK293T, single point; HEK293T cells, Vif self-association by quenched fluorescence, 24 h; 340,000 compounds, 0.35% hits; inhibition, % at 7.49 µM; in the data active = inhibition above about 50%, passing the limit was not always enough; also: some results filed as inactive read as strong as hits
Shn3 inh set2 – reduction of Shn3 3'UTR firefly luciferase signal, primary screen, Schnurri-3 inhibitor project, cell-based, Clone20 osteoblasts, set 2; Clone20 osteoblast Shn3 3'UTR firefly luciferase, 24 h; inhibition, % at 12.5 µM; 360,000 compounds, 0.52% hits; AID 588674, 2011;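 active = mean inhibition of at least 75% with every replicate also reaching 75%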;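 also: 0% = median of neutral control wells and 100% = pilot-screen positive control compound; some compounds past the cut are filed as inactive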
CF NFkB block – inhibitors of PAF-induced NF-kB signaling, primary screen, cell-based, GFP fluorescence, uHTS; KKLEB NF-kB-GFP reporter, GFP fluorescence overnight; inhibition, % at 5 µM; 360,000 compounds, 0.86% hits;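 active = at least 50% inhibition at 5 µM, scaled per plate between neutral and stimulator controls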;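 also: PAF is a Pseudomonas aeruginosa culture filtrate used as stimulus; plate controls were PAF-stimulated DMSO wells for no effect and unstimulated DMSO wells for full effect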
PDI turbidity – inhibitors of human PDI, primary screen, biochemical, turbidity, single point, plate reader; Protein disulfide-isomerase (Homo sapiens), P07237; PDI insulin aggregation turbidity, A650, 90 min; inhibition, % at 10 µM; 350,000 compounds, 0.052% hits;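 active = mean inhibition across replicates of 30% or more, whatever share of single replicates reach that level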;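 also: absorbance from insulin aggregation driven by PDI reduction with DTT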
Target sequence (P07237 whole entry, looked up): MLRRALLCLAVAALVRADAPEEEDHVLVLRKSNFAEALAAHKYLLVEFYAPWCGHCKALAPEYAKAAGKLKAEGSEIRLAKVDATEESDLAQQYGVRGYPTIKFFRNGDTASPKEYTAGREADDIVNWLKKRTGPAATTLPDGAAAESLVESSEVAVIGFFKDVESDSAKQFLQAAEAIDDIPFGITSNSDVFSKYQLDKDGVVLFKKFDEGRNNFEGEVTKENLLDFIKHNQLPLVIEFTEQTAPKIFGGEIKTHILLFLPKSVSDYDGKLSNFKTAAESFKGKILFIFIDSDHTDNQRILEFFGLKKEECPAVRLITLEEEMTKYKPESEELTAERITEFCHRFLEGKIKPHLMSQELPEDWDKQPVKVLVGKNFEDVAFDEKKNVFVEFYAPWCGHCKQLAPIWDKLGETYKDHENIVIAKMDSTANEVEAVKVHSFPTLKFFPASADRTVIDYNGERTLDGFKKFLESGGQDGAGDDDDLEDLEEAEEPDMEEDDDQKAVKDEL
CaV13 FRET inh – Primary screen for inhibitors of IQ motif and Ca2+-dependent inactivation inhibitor domain binding in CACNA1D, Förster resonance energy transfer in living cells, …; HEK cells, CFP/YFP FRET ICDI-IQ, plate reader, 10 min; percent FRET-ratio fall versus neutral wells; inhibition, % at 12.3 µM; 340,000 compounds, 0.098% hits;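 active = mean replicate inhibition of at least 30% and at least 1% of replicates passing that level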;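 also: 0% = median of the neutral control wells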
Peg3 prom inh – Peg3 promoter-driven luciferase inhibitors, primary screen, cell-based, HeLa, luciferase luminescence. inhibition, % at 20 µM. 360,000 compounds, 1.7% hits. HeLa PEG-Prom luciferase reporter, overnight. AID 588405, 2011;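 active = inhibition of at least 50% at 20 µM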
MITF TRPM1 inh – inhibitors of MITF-dependent TRPM1 promoter reporter, primary screen, cell-based, SK-MEL-5, single point, luciferase; SK-MEL-5 TRPM1 promoter luciferase, 24 h; inhibition, % at 12.5 µM; 330,000 compounds, 0.83% hits; AID 488899, 2010;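 active = mean inhibition across replicates of 60% or more, whatever share of single replicates reaches that level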; also: values of inactives mirror those of a sister screen read the other way
Numbers without * were called inactive; i = inactive; . = no result given; & = joins results of further samples.

SMILES	NR2E3 ag-1	KKLEB cytotox	HIF-2a block	NR2E3 ag-2	Vif inh	Shn3 inh set2	CF NFkB block	PDI turbidity	CaV13 FRET inh	Peg3 prom inh	MITF TRPM1 inh
COc1ccc(NC(=O)CNc2ccc(OC)c(S(=O)(=O)N3CCOCC3)c2)cc1	-1	7	-1	.	-9	-12	10	-22	-14	2	.
COc1ccccc1-n1c(N)cc(=O)nc1SCC(=O)Nc1cc(C)on1	-15	1	21	-3	-4	0	-9	3	-3	15	6
O=C(/C=C\c1ccccc1[N+](=O)[O-])Nc1ccccc1	-59	5	-309	-5	12	-54	-16	-1	1	-216	-57
Nc1ccn([C@@H]2O[C@H](CNCc3ccc(-c4cc(C(F)(F)F)ccc4Cl)o3)[C@@H](O)[C@H]2O)c(=O)n1	-4	-8	10	.	7	-16	28	18	-7	8	.
CC1C(=O)N(Cc2cn(CCC3OCCO3)nn2)CCS(=O)(=O)N1Cc1ccc(-c2cccc(CO)c2)cc1 (stereo not drawn)	1	22	5	.	3	-13	-15	-9	-5	-4	.
O=C(Nc1ccc(N2CCOCC2)cc1)C1CC(=O)N(c2ccc(Cl)cc2)C1 (stereo not drawn)	12	-9	8	2	-3	8	-11	0	-3	22	6
CC(=O)c1ccc(OCC(O)CN2CCC(C)CC2)cc1 (stereo not drawn)	-2	2	-7	-1	-2	-16	-10	-9	9	15	3
COc1ccc(Cl)cc1C(=O)Nc1cccnc1Cl	-2	15	-122	0	3	-14	-34	-3	-2	-110	-20
CC1CCC2(CC1)NC(=O)N(NC(=O)CCl)C2=O (stereo not drawn)	-4	8	16	4	2	-8	-8	10	-9	7	-1
C=CCNc1nc(C(=O)OCC(=O)Nc2c(Cl)cccc2C(F)(F)F)cs1	8	4	-10	3	-12	-5	3	-8	-3	3	10
COc1ccc(S(=O)(=O)N2CCN(C3Cc4ccccc4C3)CC2)cc1	1	-1	14	-3	-1	-7	22	-2	-2	18	2
CC1=CC(C)(C)NC(=S)N1c1ccccc1C	-7&-8	5&-6	10&23	-1	23&-1	9&13	-3&-1	6&0	-6&4	21&7	2&0
COC(=O)C(C#N)(CCC(=O)c1ccccc1)CCC(=O)c1ccccc1	-12	3	11	.	4	0	-5	.	-3	-10	.
COc1ccc(S(=O)(=O)N2CCN(Cc3cc(=O)n4ccccc4n3)CC2)cc1	3	7	-1	2	9	27	-2	4	-7	12	13
CCN(CC(=O)NCc1ccc(Cl)cc1)C(=O)CCc1ccccc1	-10	2	32	0	2	9	2	-5	-5	23	7
c1ccc(C(CN2CCCCC2)Oc2ccccn2)cc1 (stereo not drawn)	0	-10	1	.	18	-20	-7	3	-6	-10	1
OCC#CCSc1nnc(-c2cccc3ccccc23)o1	-11	13	-73	.	7	4	-40	-3	-7	-80	-19
CN(C)C(=O)/C(=C/c1ccc(-c2cccc([N+](=O)[O-])c2)o1)NC(=O)c1ccccc1	3	-20	20	1	-2	-21	-14	-8	-11	30	-12
NC1=C(c2ccc(F)cc2)C(=O)CS1	0	5	2	3	2	9	-4	-3	-6	-2	-2
COc1ccc(S(=O)(=O)N2CCCN(CC(=O)Nc3ccc4c(c3)OCO4)CC2)cc1	-3	5	3	1	14	15	-16	1	-4	-10	5
Cc1ccc(-c2ccc(=O)n(CCC(=O)NCCN3CCCCC3C)n2)cc1 (stereo not drawn)	-6	10	8	3	-20	3	-7	-2	-5	-4	-3
C[C@H]1CCC[C@@]2(O[C@@H](CCO)C[C@@H](O)[C@@H]2O)O1	-26	-16	12	0	-3	0	-7	4	-5	-5	-2
CC(=O)c1ccc(-c2ccc(/C=C(/Sc3n[nH]c(C)n3)C(=O)O)o2)cc1	-13	13	7	0	i	-18	-24	0	-9	4	3
CCN(CC)S(=O)(=O)c1ccc(O)c(C(=O)OCC(=O)N(C)Cc2ccccc2)c1	-4	0	7	-2	.	10	-13	1	.	11	-5
CCOc1ccc(C(=O)N(CC)CC(=O)Nc2ccc3c(c2)OCCO3)cc1OCC	-28	2	3	-3	-1	-2	7	7	-5	0	-6
CCC1CCCCN1C(=S)NC(=O)c1ccco1 (stereo not drawn)	-11	-12	3	.	5	8	21	-2	-6	14	-4
O=C(CN1CCNCC1)Nc1ccc(Oc2ccccc2)cc1	-26	-1	-35	-2	.	-35	-8	-3	-8	-7	-3
COc1ccccc1N1CCN(C(=O)CSc2ccccc2)CC1	-42	8	-153	1	2	-24	3	-3	-2	-138	-64
C/C(=N\NC(=O)c1cc(C)nc2ccccc12)c1ccccn1	-55	11	-8	1	4	95*	-58	7	-12	46	89*
COc1ccc(/C(O)=C2/C(=O)C(=O)N(c3ccccn3)C2c2ccc(OC)c(OC)c2)cc1 (stereo not drawn)	-21	-5	20	2	-6	14	-8	-1	-15	21	-6
COc1cc(/C=C(\C#N)C(=O)Nc2ccccc2C(=O)O)cc(Cl)c1OC	-23	-1	-23	3	0	7	0	14	4	8	6
O=C1CSC2(N1)C1CC3CC(C1)CC2C3 (stereo not drawn)	-4	7	15	0	22	7	12	6	-14	14	4
CC1CC(C)CN(C(=S)SCc2nc(N)nc(Nc3ccccc3)n2)C1 (stereo not drawn)	5	-16	28	-3	-2	0	13	-1	-5	17	-3
O=C(NCCCN1CCCC1=O)c1cc(-c2ccc3c(c2)OCO3)nc2ccccc12	-21	5	-12	7	-2	-5	-20	0	-3	5	-1
O=C(Nc1ncc(Cc2ccccc2Cl)s1)C1CCCO1 (stereo not drawn)	-132	4	-284	4	-1	-75	0	-7	-2	-265	-73
Oc1ccc2ccccc2c1/C=N/c1nccs1	-7	-40	14	2	6	19	2	3	-5	7	7
CC(=O)Nc1ccc(S(=O)(=O)Nc2cccn(Cc3ccc(C)cc3)c2=O)cc1	3	8	13	4	18	0	-16	7	-5	21	10
O=C(CSc1nc2ncccc2[nH]1)NCCc1ccccc1	-18	14	-2	3	-5	-12	-11	.	-6	0	-8
CCN(C[C@H]1N[C@@](Cc2ccccc2)(C(=O)OC)[C@H]2C(=O)N(Cc3ccccc3)C(=O)[C@@H]12)S(=O)(=O)c1ccc(-c2ccccc2)cc1	8	15	15	.	.	4	0	5	-10	-4	7
O=C(NC(=S)NCc1cccnc1)c1cccc2ccccc12	-12	9	-14	3	-2	8	-14	-8	-7	5	21
CCOc1ccc(NC(=O)C2CCCN(S(=O)(=O)c3c(C)n[nH]c3C)C2)cc1 (stereo not drawn)	2	-5	6	0	5	-7	8	.	-2	-7	6
CCO/C=C1\SC(=S)N(c2ccc(Cl)cc2)C1=O	-14	5	4	-2	-3	.	-6	-3	3	4	-1
CSc1nnc(NC(=O)c2nc(S(=O)(=O)Cc3ccc(C)cc3)ncc2Cl)s1	47	-75*	31	8	0	97*	104*	7	-6	103*	63*
CCOC(=O)N1CCC(NC(=O)CNS(=O)(=O)c2ccc(Br)s2)CC1	-30	-15	1	0	-1	2	-2	-2	-4	18	10
CN(C)c1ncnc2c1ncn2[C@H]1CN(Cc2ccco2)C[C@@H](CO)O1	-12	2	6	.	-12	6	3	-19	-10	2	.
CCC(=O)Nc1nnc(/C=C/c2ccc(OC)cc2)s1	-64	-8	-156	-3	-3	-67	14	6	-5	-187	-50
COc1ccc(OC)c(-n2c(=S)[nH]c3cc(C(=O)N4CCCCC4)ccc3c2=O)c1	-2	-7	7	-1	14	9	20	1	-7	3	8
COCCNC(=O)c1ccc(C(=O)C(=O)c2ccccc2)cc1	9	2	7	-3	-23	10	-13	-3	-19	7	-2
CSc1nc2c(c(=O)[nH]c(=O)n2C)n1CCCc1ccccc1	-25	-3	15	-2	-17	28	4	4	-2	13	-9
COc1cccc(-c2cccc(NC(=O)C3CCN(Cc4ccc(C)o4)CC3)c2)c1	4	-4	7	-7	2	1	-9	1	-3	7	5
CN(C(=O)Nc1ccc(Cl)cc1Cl)[C@H]1c2cc(Br)ccc2OC[C@H]1CO	-16	-3	11	5	-3	-4	17	-3	-8	20	6
Cn1c(CCC(=O)O)nc2cc(S(=O)(=O)N3CCCC3)ccc21	-20	-6	17	.	-8	5	-5	3	-7	0	8
O=C(NCC(=O)N1CCOCC1)c1ccc(Cl)c(Cl)c1	-31	-2	-102	.	6	-14	-12	-4	-6	-75	-22
CC(=O)Nc1ccc(NCCc2cccs2)cc1	-34	6	-68	.	4	9	-26	.	-9	-86	.
COc1ccc(-c2nc3c(c(SCC(=O)N4CCOCC4)n2)COC(C)(C)C3)cc1	25	-5	9	0	7	-4	-17	-5	-6	16	-14
CC1CCCC(C)N1/N=C/c1ccc(N(C)C)cc1 (stereo not drawn)	-71	2	-41	4	17	-17	4	-2	10	-25	-7
NS(=O)(=O)c1cccc(NC(=O)c2cccc(Oc3ccccc3)c2)c1	16	12	-1	0	15	-6	-8	-3	-4	-37	2
COc1ccc(CNC(=O)[C@H](Cc2ccccc2)NC(=O)C2CCNCC2)cc1	-3	-3	9	0	1	0	19	9	-3	5	-8
Cc1ccc2c(c1)NC(=O)C(CC(=O)NCCCN1CCc3ccccc3C1)O2 (stereo not drawn)	-15	-9	13	1	-5	-6	-7	.	3	20	.
COc1ccc(NC(=O)Cn2c(C)cc(=O)c3ccccc32)cc1	-9	-15	10	0	-32	46	-10	-9	-3	-3	13
Next entries follow:
SMILES	NR2E3 ag-1	KKLEB cytotox	HIF-2a block	NR2E3 ag-2	Vif inh	Shn3 inh set2	CF NFkB block	PDI turbidity	CaV13 FRET inh	Peg3 prom inh	MITF TRPM1 inh
Brc1ccc(Oc2nsnc2N2CCOCC2)cc1	-3	0	-48	-5	-2	-16	14	3	-8	1	-2
O=C(NC(=S)Nc1ccccc1)c1cccs1	-80	4	-232	4	0	-82	-9	7	-24	-299	-94
COc1ccc(-c2nnc(SCC(N)=O)n2N)cc1	-2	-16	-6	-1	-1	6	1	17	.	-7	5
CCOc1ccc(Nc2nc(CC(=O)OC)cc(=O)[nH]2)cc1	0	-4	13	0	.	-3	13	-3	-5	13	-1

Ordered by formula weight (lowest first): 3 of the compounds above.
SMILES	NR2E3 ag-1	KKLEB cytotox	HIF-2a block	NR2E3 ag-2	Vif inh	Shn3 inh set2	CF NFkB block	PDI turbidity	CaV13 FRET inh	Peg3 prom inh	MITF TRPM1 inh
CCOc1ccc(Nc2nc(CC(=O)OC)cc(=O)[nH]2)cc1	0	-4	13	0	.	-3	13	-3	-5	13	-1
COc1ccc(NC(=O)Cn2c(C)cc(=O)c3ccccc32)cc1	-9	-15	10	0	-32	46	-10	-9	-3	-3	13
Cc1ccc2c(c1)NC(=O)C(CC(=O)NCCCN1CCc3ccccc3C1)O2 (stereo not drawn)	-15	-9	13	1	-5	-6	-7	.	3	20	.

Outcome played no part in choosing rows; any-hit rate near 3.3%.
